# GPR151 ag = activators of human GPR151, primary screen, cell-based, PathHunter beta-arrestin, luminescence; PathHunter beta-arrestin GPR151 cells; 1% of 650,000 active; AID 1508602, 2020; G-protein coupled receptor 151 (Homo sapiens), Q8TDV0; activation, % at 11.2 µM; in the data active = activation above about 4.9%;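 also: 0% = median of compound wells and 100% = cells with positive control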
# Target sequence (Q8TDV0 whole entry, looked up): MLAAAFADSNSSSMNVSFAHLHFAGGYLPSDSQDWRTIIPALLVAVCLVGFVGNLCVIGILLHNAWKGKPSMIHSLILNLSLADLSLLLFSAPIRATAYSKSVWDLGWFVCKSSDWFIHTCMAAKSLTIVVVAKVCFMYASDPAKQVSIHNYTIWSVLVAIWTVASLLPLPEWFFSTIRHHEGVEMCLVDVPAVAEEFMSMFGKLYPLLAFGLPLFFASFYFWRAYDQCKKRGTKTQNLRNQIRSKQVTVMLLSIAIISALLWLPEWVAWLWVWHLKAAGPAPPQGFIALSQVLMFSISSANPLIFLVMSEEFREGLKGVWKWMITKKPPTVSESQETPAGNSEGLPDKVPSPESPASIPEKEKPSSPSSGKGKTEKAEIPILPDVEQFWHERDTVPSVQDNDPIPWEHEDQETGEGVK
# TEAD-YAP inh = TEAD-YAP interaction inhibition, primary screen, TEAD-YAP interaction inhibitor project, luminescence, HEK-TIYL cells. TEAD-Gal4/YAP UAS-luciferase luminescence. 1.4% of 640,000 active. inhibition, % at 9.12 µM; in the data active = inhibition above about 32%;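 also: 0% = median of test compound wells and 100% = reference inhibitor wells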
# MITF primary = MITF inhibitors, primary screen, biochemical, AlphaScreen, human; Microphthalmia-associated transcription factor (Homo sapiens), O75030; AlphaScreen MITF homodimerization, bead proximity signal; inhibition, % at 2.6 µM; 0.91% of 650,000 active; AID 1259374, 2018; in the data active = inhibition above about 50%;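 also: 0% = vehicle wells with protein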
# Target sequence (O75030 whole entry, looked up): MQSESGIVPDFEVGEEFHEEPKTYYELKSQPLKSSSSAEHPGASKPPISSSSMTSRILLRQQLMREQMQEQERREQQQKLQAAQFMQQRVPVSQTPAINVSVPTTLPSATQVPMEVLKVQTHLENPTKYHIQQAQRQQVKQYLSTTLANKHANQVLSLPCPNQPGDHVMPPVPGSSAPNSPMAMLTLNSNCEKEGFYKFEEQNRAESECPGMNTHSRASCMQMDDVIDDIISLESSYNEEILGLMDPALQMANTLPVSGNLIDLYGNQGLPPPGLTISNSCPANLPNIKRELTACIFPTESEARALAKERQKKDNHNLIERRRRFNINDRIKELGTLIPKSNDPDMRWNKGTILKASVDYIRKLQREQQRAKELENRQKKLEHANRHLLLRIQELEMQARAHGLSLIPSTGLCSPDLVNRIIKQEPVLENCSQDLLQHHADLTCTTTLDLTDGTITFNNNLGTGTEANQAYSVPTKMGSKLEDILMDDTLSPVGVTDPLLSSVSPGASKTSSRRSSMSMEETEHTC
# FBW7 activator = FBW7 E3 ligase activators, primary screen, biochemical, AlphaScreen, human. F-box/WD repeat-containing protein 7 (Homo sapiens), Q969H0. AlphaScreen FBW7–phospho-cyclin E peptide binding, activator screen. normalized activity (activation), % at 26.1 µM. 0.13% of 650,000 active; in the data active = normalized activity above about 1.9%;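 also: purified mutant Fbw7 with reduced substrate affinity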
# * = called active by the depositor; & = joins results of further samples. Compounds were not picked by outcome. Share with any hit: about 3.4%.
SMILES,GPR151 ag,TEAD-YAP inh,MITF primary,FBW7 activator
COc1ccc2nc(N3CCc4ccccc4C3)sc2c1,-1.5,-10.3,13.4,0.1
O=C(NC1CCN(C(=S)NCc2ccco2)CC1)NC12CC3CC(CC(C3)C1)C2,-0.1,5.1,10.5,0.2
COc1ccc(S(=O)(=O)NCCc2csc3nc(-c4ccccc4)nn23)cc1F,-1.2,0.4,1.0,-0.2
NC(=O)c1c(NC(=O)c2ccccc2)sc2c1CCc1ccccc1-2,-0.4,-36.2,-1.8,-0.1
CCCNCc1c(C(=O)O)n(Cc2ccccc2F)c2ccccc12,0.5,19.4,1.8,-0.1
O=c1c2sccc2nc(SCc2cccc(F)c2)n1-c1ccc(F)cc1,-1.2,2.0,4.4,0.0
O=[N+]([O-])c1cccc(-c2csc(Nc3ccccc3F)n2)c1,-0.1,-45.5,22.3,0.7
CC1CN(c2ccc(/C=C(\C#N)c3nc4ccccc4[nH]3)o2)CC(C)O1 (stereo unspecified),1.6,-0.7,-14.4,-0.2
COC(=O)c1ccc(N2C(=O)CC(NCCc3ccccc3F)C2=O)cc1 (stereo unspecified),1.5,6.5,0.9,0.0
Cc1c(C(=O)NC(C)C)oc2ccc(S(=O)(=O)N3CC(C)CC(C)C3)cc12 (stereo unspecified),-0.4,21.5,-6.0,0.1
Cn1c(=O)c2c(nc(SCC(=O)NC34CC5CC(CC(C5)C3)C4)n2C)n(C)c1=O,-1.2,-0.6,-0.8,-0.2
COc1cccc(NC(=S)NCCc2ccccn2)c1,0.3,-2.7,41.5,0.1
COc1ccc(Nc2c(-c3ccccc3O)nc3cnccn23)cc1,1.1,-0.8,12.4,-0.3
O=C(Nc1ccccc1O)c1ccc2c(c1)C(=O)N(c1cccc([N+](=O)[O-])c1)C2=O,1.2,-4.7,0.1,0.0
CC(=O)OCCNc1ccc2noc3c2c1C(=O)c1ccccc1-3,4.5,4.9,-4.0,-0.1
Cc1nc(SCC(N)=O)c(C(N)=O)c(C)c1C,-0.2,9.6,-15.6,0.0
COc1ccc2nc(-c3ccc(F)c(NC(=O)c4cccc(OC)c4OC)c3)cn2n1,0.1,3.8,-9.9,0.0
O=C(Nc1ccc(I)cc1)c1cccc2ccccc12,1.9,-5.2,15.7,0.0
COc1cc(/C=N/NC(=O)c2cccc([N+](=O)[O-])c2)ccc1Oc1ccc([N+](=O)[O-])cn1,1.1,5.4,3.2,0.1
COc1ccc(C(=O)NC2(Cc3ccccc3)N=C3C=C(C)C=CN3C2=O)cc1 (stereo unspecified),-0.1,0.9,0.9,0.1
COc1ccc(Br)cc1C1=N/C(=C\c2ccc(F)cc2)C(=O)O1,-0.9,-10.2,0.5,-0.1
CCc1ccc(OCC(=O)NCc2ccncc2)c(Br)c1,-0.3,-4.3,4.6,-0.1
COc1cc2c(cc1OC)C(Nc1nccs1)=NC(C)(C)C2,-1.2,-9.7,1.9,-0.1
CCOC(=O)C1=C(C)NC(=O)NC1c1cccc(O)c1 (stereo unspecified),-0.6,-1.0,-5.8,0.0
Cc1cccc(OCC(=O)Nc2ccc(N3CCOCC3)cc2)c1,-1.1,7.0,1.2,-0.1
CCOC(=O)Nc1ccc(S(=O)(=O)Nc2nccc(C)n2)cc1,-0.3,0.2,6.0,0.1
CCC(C)OC(=O)C1=C(C)NC2=C(C(=O)CCC2)C1c1ccc(SC)cc1 (stereo unspecified),-0.3,0.0,-11.6,-0.1
c1ccc(-c2nc3ccccc3s2)cc1,-2.4,-36.5,8.4,0.1
CN1C(=S)SC(N2OC3C(=O)N(c4ccccc4)C(=O)C3C2c2ccccc2)C1(C)C (stereo unspecified),0.5,0.8,20.4,0.0
C=CCOc1cccc(/C=N/NC(=O)C(=O)NCc2ccccn2)c1,0.3,7.9,19.2,0.3
Cc1ccccc1-c1nc(CS(=O)(=O)CC(=O)NC2CCCC(C)C2C)c(C)o1 (stereo unspecified),0.5,10.3,9.0,0.1
Cc1ccc(C(=O)Nc2ccc(N3CCCCS3(=O)=O)cc2)cc1C,0.9,-74.2,0.5,0.2
CC(C)CCN(CCN1C(=O)c2ccccc2C1=O)CCN1C(=O)c2ccccc2C1=O,0.1,15.1,23.2,0.2
Cc1cc(NS(=O)(=O)c2ccc(NC(=S)Nc3ccccc3)cc2)no1,1.2&0.2,-2.9&4.9,-6.5&6.3,0.1&0.3
COc1ccc2c(c1)cc(C)c1nn(CC(=O)NC3CC3)c(=O)n12,-0.3,-3.6,0.7,0.1
COc1ccc(/C=C2\SC(=O)N=C2N)cc1,-0.9,0.3,1.4,0.2
CC1CCN(Cc2ccc(-c3nnn(CC(=O)Nc4ccccc4F)n3)cc2)CC1,-0.7,11.7,10.5,-0.1
COc1ccc(OCCOc2cccc(/C=C3\C(=N)N4N=C(C5CCCCC5)SC4=NC3=O)c2)cc1,0.9,-43.0,-5.9,-0.1
CCNc1nc(N)nc(Sc2ccc(C(=O)OC)cc2)n1,-0.6,-45.1,7.5,0.0
COc1ccc(Nc2ccccc2C(=O)O)cc1,-2.6,-3.7,-13.2,0.2
O=C(CN(c1ccccc1F)S(=O)(=O)c1ccccc1)NCC1CCCO1 (stereo unspecified),0.2,-8.4,-25.2,0.0
O=C(Nc1cc(C(F)(F)F)ccc1Cl)c1cc2nc(-c3cccs3)cc(C(F)(F)F)n2n1,0.5,-2.9,14.5,-0.2
CCOC(=O)C(/C(N)=N/NC(=O)C(C)C)=C(/O)OCC,-0.9,-1.0,0.5,-0.2
CCCSc1nnc2c3ccccc3n(Cc3ccccc3)c2n1,-0.2,-9.5,9.8,0.4
O=C(CC1CCCC1)NCC1CCC2(CCN(Cc3ccccn3)CC2)O1 (stereo unspecified),-0.6,-9.3,19.6,0.2

# Some of the entries so far, with tabs.
Molecule	GPR151 ag	TEAD-YAP inh	MITF primary	FBW7 activator
O=C(CN(c1ccccc1F)S(=O)(=O)c1ccccc1)NCC1CCCO1 (stereo unspecified)	0.2	-8.4	-25.2	0.0
O=C(Nc1cc(C(F)(F)F)ccc1Cl)c1cc2nc(-c3cccs3)cc(C(F)(F)F)n2n1	0.5	-2.9	14.5	-0.2

# (next part)
SMILES,GPR151 ag,TEAD-YAP inh,MITF primary,FBW7 activator
COc1ccc(OCC(=O)Nc2ccc3oc(-c4ccc(OC)cc4)nc3c2)cc1,0.5,-19.3,2.1,-0.1
CC(=O)Oc1ccc2c(-c3cc([N+](=O)[O-])c(Cl)cc3Cl)cc(=O)oc2c1,-0.2,-6.5,14.4,-0.1
CC(=O)OCC(=O)[C@@]1(O)CCC2C3CCC4=CC(=O)CC[C@]4(C)[C@@]3(F)[C@@H](O)C[C@@]21C (stereo partly specified),-1.6&0.6,-8.5,10.2&-7.7,0.8&0.1
C/C(=N/NC(=O)c1cc(O)cc(O)c1)c1ccco1,-0.9,0.3,5.0,0.1
N=c1c2cn[nH]c2nc(SCC(=O)c2ccc(Cl)cc2)n1-c1ccc(Br)cc1,1.0,-6.8,4.6,0.1
O=C(NCCc1ccc(O)cc1)c1cccc(Nc2ccncn2)n1,-1.7,-17.5,2.4,-0.1
CC1=CC(C)(C)N(C(=O)C(C)N2C(=O)c3ccccc3C2=O)c2cc(C)ccc21 (stereo unspecified),0.7,2.7,-2.5,0.0
O=c1c(Oc2ccccc2Br)c(C(F)(F)F)oc2c(CN3CCOCC3)c(O)ccc12,1.8,-2.9,0.0,-0.1
Cc1ccccc1OCC(=O)n1cnnc1N,-2.5,-17.5,2.1,-0.2
CCOc1ccc(-n2nc3ccc(NC(=O)COc4ccc(C(C)(C)C)cc4)cc3n2)cc1,0.7,-2.9,2.1,0.1
Cc1nnc(NC(=O)CSc2nnc(Cc3ccccc3)n2-c2ccccc2)s1,3.0,9.4,-4.0,-0.2
O=C(NCCOc1ccccc1)c1cnc(N2CCN(Cc3ccc4c(c3)OCO4)CC2)s1,-0.3,-0.3,10.1,0.1
Cc1ccoc1C(=O)N1CCC(Oc2ccc(C(=O)NCCc3ccccc3)cc2)CC1,0.6,82.9*,-15.8,0.0
Cc1ccc2[nH]c(C)c(CN(C)C)c(=O)c2c1,-1.5,1.3,13.0,0.0
Cc1cccc[n+]1CC(=O)/C=C1\N(C)c2ccccc2C1(C)C,-1.8,3.3,24.7,0.2
O=C(NC1CCCC1)C(c1ccco1)N(Cc1ccc2c(c1)OCO2)C(=O)c1ccco1 (stereo unspecified),-1.2,-14.6,27.7,0.1
CC1CCCC(C)N1C(=O)C(=O)c1c[nH]c2ccccc12 (stereo unspecified),0.6,5.3,3.5,0.0
CC1=NN(c2ccc(N)cc2)C(=O)C1,-1.3,-12.5,7.9,-0.1
CC(NC(=O)NC1CCCCC1)C(c1cccs1)N1CCCC1 (stereo unspecified),0.3,2.8,8.4,-0.2
CC(=O)NC(Nc1nccs1)(C(F)(F)F)C(F)(F)F,0.3,0.3,-6.7,-0.1
CC(=O)c1ccc(OCc2cc(C(=O)N3CCN(C/C=C/c4ccccc4)CC3)no2)cc1,0.3,-45.0,1.2,0.1
Cc1cc(C)nc(SCC(=O)Nc2nncs2)n1,-1.3,-0.3,6.5,0.0
Cc1ccccc1C(=O)N/N=C/c1c(O)ccc2ccccc12,3.0,-17.6,7.6,0.0
N#Cc1ccc(C(=O)Nc2nccs2)cc1,-1.7,-12.8,-3.9,0.1
Cn1c(=O)c2c(nc3n2CC(=O)N3c2ccc3c(c2)OCCO3)n(C)c1=O,2.3,-0.6,-7.8,-0.2
COc1cccc2cc(-c3cc(=O)oc4cc(OCC#N)ccc34)c(=O)oc12,-0.3,8.4,-7.3,0.1
COc1ccc(CCNS(=O)(=O)N(C)C)cc1,0.1,-6.4,-8.4,0.1
COc1ccc(OC)c(NC(=O)CSc2nnc(NC3CCCCC3)s2)c1,-2.9,-0.5,-12.9,0.1
CCOC(=O)c1sc2nc(SCC(=O)C(C)(C)C)n(Cc3ccccc3)c(=O)c2c1C,0.3,2.6,7.9,0.1
Cc1cc(OCCOc2ccc(C=C3C(=O)NC(=O)NC3=O)cc2)ccc1Cl,-0.1,-12.1,-0.4,0.1
COc1cccc(-c2cccc3cnc(Nc4ccc(-n5cnc(C)n5)cc4)nc23)c1,-0.6,26.0,1.1,0.0
CCc1ccc(CN2CCc3nnc(C4CCCO4)n3CC2)o1 (stereo unspecified),0.9,8.4,-5.4,-0.1
CCc1ccc(-c2nc(CS(=O)CC(=O)O)c(C)o2)cc1 (stereo unspecified),0.4,-15.4,5.2,0.2
O=C(NCc1ccccc1Cl)C1CCC(Cn2c(SCC(=O)N3CCCC3)nc3ccccc3c2=O)CC1 (stereo unspecified),0.9,5.8,7.9,0.1
O=C1CCCN1CP(=O)(O)CCc1ccccc1,-0.8,5.1,17.0,0.8
CCCCSc1nnc2c(n1)OC(C(=O)c1ccc(OC)cc1)Nc1ccccc1-2 (stereo unspecified),1.6,5.9,8.3,0.2
CCCCN(CC)CCNC(=O)c1cn(C)c(=O)c2c1c1ccccc1n2C,0.3,7.4,11.7,0.1
Cc1cc(C)c2oc(-c3ccc(C)c(NC(=O)c4ccc(Cl)cc4Cl)c3)nc2c1,-0.1,-4.5,2.1,0.0
CN1CCC(=NNC(=O)CSCc2ccc(Cl)cc2)CC1,3.7,-5.8,-12.5,0.0
CC(C)C(=O)NC(c1ccc([N+](=O)[O-])cc1)c1ccc2cccnc2c1O (stereo unspecified),-1.7,80.8*,34.6,-0.9
COc1ccc(C)cc1NC(=O)C(=O)NCc1cccnc1,-0.7,-15.1,-6.8,0.0
Nc1ncc(Br)cc1S(=O)(=O)NCCc1ccc(S(N)(=O)=O)cc1,0.3,2.6,5.0,0.2
CCCCCCSc1nc2sc3c(c2c(=O)n1-c1ccc(C)cc1)CC(C)(C)OC3,0.6,1.4,10.4,0.1
CN(C)/C(CN1CCN(C=O)CC1)=C1\N=C(c2ccccc2)OC1=O,-0.9,4.6,7.5,0.0
Nc1ncnc(Nc2cccc(C(F)(F)F)c2)c1[N+](=O)[O-],-0.2,11.2,5.3,0.0
OCCN=Cc1cn(-c2ccccc2)nc1-c1ccccc1,-0.3,-3.7,22.7,1.0
CCOC(=O)c1ccc(NC(=O)CSc2nnc3c(n2)[nH]c2ccc(OC)cc23)cc1,0.3,0.0,-2.0,0.0

# Grouped by structure: those above with two or more sulfur atoms.
SMILES,GPR151 ag,TEAD-YAP inh,MITF primary,FBW7 activator
COc1ccc(S(=O)(=O)NCCc2csc3nc(-c4ccccc4)nn23)cc1F,-1.2,0.4,1.0,-0.2
O=c1c2sccc2nc(SCc2cccc(F)c2)n1-c1ccc(F)cc1,-1.2,2.0,4.4,0.0
CN1C(=S)SC(N2OC3C(=O)N(c4ccccc4)C(=O)C3C2c2ccccc2)C1(C)C (stereo unspecified),0.5,0.8,20.4,0.0
Cc1cc(NS(=O)(=O)c2ccc(NC(=S)Nc3ccccc3)cc2)no1,1.2&0.2,-2.9&4.9,-6.5&6.3,0.1&0.3
Cc1nnc(NC(=O)CSc2nnc(Cc3ccccc3)n2-c2ccccc2)s1,3.0,9.4,-4.0,-0.2
Cc1cc(C)nc(SCC(=O)Nc2nncs2)n1,-1.3,-0.3,6.5,0.0
COc1ccc(OC)c(NC(=O)CSc2nnc(NC3CCCCC3)s2)c1,-2.9,-0.5,-12.9,0.1
CCOC(=O)c1sc2nc(SCC(=O)C(C)(C)C)n(Cc3ccccc3)c(=O)c2c1C,0.3,2.6,7.9,0.1
Nc1ncc(Br)cc1S(=O)(=O)NCCc1ccc(S(N)(=O)=O)cc1,0.3,2.6,5.0,0.2
CCCCCCSc1nc2sc3c(c2c(=O)n1-c1ccc(C)cc1)CC(C)(C)OC3,0.6,1.4,10.4,0.1
